Screens: PubChem, several laboratories
KLF5 inh = KLF5 expression inhibitors, primary screen, DLD-1 cells, luminescence. DLD-1 KLF5 promoter-luciferase reporter. inhibition, % at 5 µM. 290,000 compounds, 0.23% hits;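 active means inhibition above a per-plate limit of that plate's mean compound inhibition plus 3 SD, cut at about 60% in these data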;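 further: 0% = DMSO wells and 100% = LY294002 at 200 µM; higher means less KLF5 promoter-driven luciferase light; inactives centre near -14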
GSK3A inh = blockers of GSK3A enzyme activity – biochemical, luminescence, cell-free homogeneous, HTS, primary screen. 320,000 compounds, 0.1% hits. GSK-3 alpha kinase, ADP-Glo luminescence, 60 min. Glycogen synthase kinase-3 alpha (Homo sapiens), P49840. inhibition, % at 10 µM;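 in the data active means inhibition above about 50%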;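 further: GST-tagged GSK-3 alpha with peptide substrate and 25 µM ATP; 0% = DMSO neutral wells and 100% = GW8510 positive control wells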
Target sequence (P49840 whole entry, looked up): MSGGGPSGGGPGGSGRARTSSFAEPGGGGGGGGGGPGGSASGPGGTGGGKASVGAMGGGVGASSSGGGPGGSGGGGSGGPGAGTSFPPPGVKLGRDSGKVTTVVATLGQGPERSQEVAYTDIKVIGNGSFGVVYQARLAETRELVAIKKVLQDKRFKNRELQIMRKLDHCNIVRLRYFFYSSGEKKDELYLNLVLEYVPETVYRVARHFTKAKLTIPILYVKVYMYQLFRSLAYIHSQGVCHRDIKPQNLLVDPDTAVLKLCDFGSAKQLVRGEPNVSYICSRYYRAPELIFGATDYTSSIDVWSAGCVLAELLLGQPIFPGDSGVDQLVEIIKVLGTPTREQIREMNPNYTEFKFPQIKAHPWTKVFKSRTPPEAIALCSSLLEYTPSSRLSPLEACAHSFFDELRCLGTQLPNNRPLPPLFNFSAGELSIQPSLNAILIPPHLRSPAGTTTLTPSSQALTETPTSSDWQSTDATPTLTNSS
AI-2 QS mod = Vibrio harveyi AI-2 quorum sensing modulators, primary screen, JMH597 strain, luminescence/OD600 ratio; Vibrio harveyi JMH597 AI-2 luminescence/OD600 ratio, 9 h; hits give low values; strain lacks LuxN and CqsS sensors; 0 = neutral-control median; 300,000 compounds, 0.4% hits; activity change, % at 7.5 µM; in the data active means activity change below about -75%, passing the limit was not always enough; inconclusive means no clear call, values can overlap the other calls;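 further: luminescence divided by OD600 gain over 9 h not by final OD600 alone; inactives centre near 13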
HIF activator = HIF pathway transcriptional activators, primary screen, cell-based, U2OS HRE-luciferase, luminescence | activation, % at 7.5 µM (by protocol) | U2OS HRE-luciferase reporter; normalized: DMSO 0%, desferrioxamine 100% | 300,000 compounds, 0.32% hits;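 active means mean activation of at least 10% of the iron chelator positive control signal, with at least half of replicates also reaching 10%; inconclusive means mean and replicate majority disagree about reaching 10%; inactive means mean and most replicates under 10%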
aSyn UTR inh = MLPCN primary screen, SNCA 5' untranslated region; alpha-synuclein 5'UTR reporter, inhibitor activity; inhibition, % (tested at 7.5 µM); 300,000 compounds, 0.82% hits; AID 1813, 2009; in the data active means inhibition above about 60%; inconclusive means no clear call, values can overlap the other calls;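 further: H4 neuroglioblastoma cells stably carrying SNCA 5'UTR luciferase fusion; 0% = DMSO wells and 100% = positive control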
HSF1 inh = HSF1 inhibitors in luciferase reporter cells, primary screen, cell-based, NIH3T3, luminescence; activity change, negative = inhibition, % at 7.5 µM (by protocol); AID 2098, 2009; NIH3T3-HGL HSE-luciferase, MG132-induced, luminescence 8 h; hits give low values; 300,000 compounds, 0.77% hits;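 active means more than half of replicate wells show activity change below -50%, luminescence cut by over half; inconclusive means some wells, but at most half, below -50%; inactive means no replicate well below -50%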;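 further: luciferase reports HSF-1 transcriptional activity via heat shock element; 0% = median of DMSO wells and -100% = zero luminescence signal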
HSF1 activator = HSF-1 activators, primary screen, NIH3T3-HGL cells, MG132 stress, luminescence, single point; NIH3T3-HGL HSF-1 luciferase reporter, 8 h; 100% = twice DMSO control signal; activation, % at 9 µM; 300,000 compounds, 1.7% hits; AID 504408, 2011;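 active means mean replicate activation of at least 50% with a set share of replicates each reaching 50%; inconclusive means only one of those two conditions met; inactive means mean below 50% and too few replicates reaching it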;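 further: 0% = median of the neutral control wells and 100% = twice that signal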
IEC-6 cytotox = cytotoxicity in IEC-6 intestinal epithelial cells, primary screen, cytotoxicity control for KLF5 inhibitor project, cell-based, luminescence; IEC-6 cytotoxicity, luminescence viability; inhibition, % at 5 µM; 290,000 compounds, 0.78% hits; AID 1825, 2009; in the data active means inhibition above about 22%;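 further: 0% = plate median of test compound wells and 100% = cytotoxic reference compound wells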
HSP90 inh = HSP90 inhibitors, primary screen, cell lysate, luminescence; Heat shock protein HSP 90 (rabbit reticulocyte lysate; luciferase refolding); Rabbit reticulocyte lysate, luciferase refolding luminescence, 3 h; AID 1789, 2009; inhibition, % at 5.6 µM; 290,000 compounds, 0.91% hits;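 active means inhibition above the screen-wide mean plus 3 SD, computed separately per campaign, cut at about 16% in these data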;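 further: 0% = DMSO wells and 100% = 60 µM geldanamycin wells; inhibitors lower the luminescence because luciferase stays unfolded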
GSK3beta inhib = human GSK3beta kinase inhibitors, primary screen, biochemical, cell-free homogeneous, HTS; Glycogen synthase kinase-3 beta (Homo sapiens), P49841; GST-GSK3beta kinase, ADP-Glo luminescence, 60 min; hits give low values; activity score (negative = inhibition), % at 10 µM; 300,000 compounds, 0.038% hits; AID 2097, 2009;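 active means more than half of replicate wells score below -50%, meaning over 50% inhibition versus plate controls; inconclusive means some replicates but at most half score below -50%; inactive means no replicate scores below -50%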;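 further: 0% = median DMSO wells and -100% = median GW8510 positive control wells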
Target sequence (P49841 whole entry, looked up): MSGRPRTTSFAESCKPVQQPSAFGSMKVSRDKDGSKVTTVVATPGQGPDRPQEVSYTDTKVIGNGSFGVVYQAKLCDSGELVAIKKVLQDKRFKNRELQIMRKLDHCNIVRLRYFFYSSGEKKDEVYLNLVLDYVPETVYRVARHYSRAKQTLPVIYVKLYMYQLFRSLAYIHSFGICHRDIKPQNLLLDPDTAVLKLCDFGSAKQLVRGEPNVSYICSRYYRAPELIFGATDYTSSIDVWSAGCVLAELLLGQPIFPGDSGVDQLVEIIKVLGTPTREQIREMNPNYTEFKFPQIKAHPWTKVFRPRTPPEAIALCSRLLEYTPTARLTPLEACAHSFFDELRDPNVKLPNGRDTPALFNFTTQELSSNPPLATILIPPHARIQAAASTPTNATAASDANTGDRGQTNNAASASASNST
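Test system: GST-tagged human GSK3beta kinase, cell-free; evaluation: activity score scaled between in-plate DMSO and GW8510 controls; measured by: ADP-Glo luminescence; incubation: 60 min reaction, RT; benchmarks: DMSO and 20 µM GW8510; reagent: peptide substrate plus 25 µM ATP (final); medium: Tris/MgCl2 kinase buffer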
Active calls of the source: *; ? = inconclusive; / = not tested or not shown.

The line under a structure holds: KLF5 inh	GSK3A inh	AI-2 QS mod	HIF activator	aSyn UTR inh	HSF1 inh	HSF1 activator	IEC-6 cytotox	HSP90 inh	GSK3beta inhib
Cc1ccc2[nH]c(=O)c(C3C(C#N)=C(N)Oc4c3ccc3cccnc43)cc2c1 (centres undefined)
  4	-2	-16	1.9	75*	-4	11	3	2	0
Fc1cccc(/C=N/NC(=S)Nc2ccccc2Cl)c1
  -70	2	27	3.9	-231	52	87*	1	3	-2
CC(=O)NCCCc1nc2ccccc2n1Cc1ccccc1C
  -31	-2	-2	-1.0	6	-9	-10	0	2	3
CC1=C(C(=O)N(C)C)C(c2ccc(N3CCOCC3)cc2)NC(=O)N1 (centres undefined)
  4	0	13	0.1	11	-9	-13	2	-1	0
CC(C)(C)c1ccc(OCCNC(=S)NC(=O)c2cccnc2)cc1
  -13	-2	9	0.1	8	-1	0	-2	-1	-4
Cc1nc2ccccc2nc1OCC(=O)Nc1ccccc1
  -19	1	1	0.1	10	-1	16	-2	4	1
CCCn1c(=O)[nH]c(=O)c2c1nc(-c1cccs1)n2CCOC
  -4	-1	14	0.4	-15	14	18	6	-1	-3
O=C(NNc1cccc(Cl)n1)Nc1ccccc1Cl
  -42	-2	2	2.0	24	2	13	-4	-10	4
Cn1c(NC(=O)c2ccc(Br)o2)cc(=O)n(C)c1=O
  21	1	21	-0.6	-20	-2	-10	-8	-2	0
CC1(C)CC(=O)C(CC2=C(O)CC(C)(C)CC2=O)C(=O)C1
  -41	-1	1	-0.1	27	4	20	-3	-2	1
Cc1cccc(CSCc2ccc(C(=O)O)o2)c1
  -66	-5	10	-40	-22	-2	17	1	0	1
CC1(c2ccc(NC(=O)c3ccccc3F)cc2)CC1(Cl)Cl (centres undefined)
  -155	1	42	4.1	-195	14	37	5	-1	-2
Cc1ccc(S(=O)(=O)N2CCCCC2)cc1C(=O)N(C)CC(=O)Nc1ccc(Cl)c(C(F)(F)F)c1
  -8	-2	13	1.5	-5	14	17	-11	-2	-2
O=C(NC1(C(F)(F)F)N=C2SCCN2C1=O)c1cccnc1 (centres undefined)
  -8	3	22	-1.2	14	8	1	-1	-4	4
COc1ccc(NCC(=O)N/N=C/c2cc([N+](=O)[O-])ccc2N2CCCC2)cc1
  12	0	11	0.2	-36	-4	-13	1	1	-1
CC(=O)c1ccc(NC(=O)CSc2nnc(-c3ccoc3C)n2Cc2ccccc2)cc1
  -16	-2	11	0.2	-12	7	15	5	7	-8
CC(=O)c1cc(OC(=O)c2ccncc2)ccc1OC(=O)c1ccncc1
  -28	4	20	0.2	-23	0	-4	-6	-5	-3
COc1ccc(-n2nc3cc(C)c(NC(=O)c4cccnc4)cc3n2)cc1
  2	-8	19	0.3	-83	-2	-2	2	2	3
Cc1ccc(C(=O)Oc2cccnc2)cc1[N+](=O)[O-]
  -19	-3	26	-0.1	21	0	12	5	-1	2
CSCCC(C(=O)N1C[C@]2(C)C[C@H]1CC(C)(C)C2)N1C(=O)c2ccccc2C1=O (some centres undefined)
  -18	/	15	-0.7	-32	-1	-2	0	5	9

Looked up above:
Entry for `O=C(NC1(C(F)(F)F)N=C2SCCN2C1=O)c1cccnc1` (centres undefined) under GSK3beta inhib: 4
Entry for `Cc1ccc2[nH]c(=O)c(C3C(C#N)=C(N)Oc4c3ccc3cccnc43)cc2c1` (centres undefined) under GSK3beta inhib: 0

Other compounds follow.
The line under a structure holds: KLF5 inh	GSK3A inh	AI-2 QS mod	HIF activator	aSyn UTR inh	HSF1 inh	HSF1 activator	IEC-6 cytotox	HSP90 inh	GSK3beta inhib
O=C(O)c1ccccc1Sc1c([N+](=O)[O-])cc(C(F)(F)F)cc1[N+](=O)[O-]
  -37	-1	23	-0.1	-33	-7	-2	0	2	-1
CC(=O)N1N=C(c2ccc(Br)cc2)CC1c1cn(C)c2ccccc12 (centres undefined)
  -3	-2	14	-0.4	-27	13	39	-6	2	0
COc1ccc(/C=C/C(=O)Nc2c(C)nn(C)c2C)cc1COc1ccc(Br)cc1
  -32	-1	16	-1.3	?	-2	-22	-6	2	1
O=C(Cc1cccs1)NCCCc1ccccc1
  -26	-2	8	-0.4	12	-8	-7	-1	-3	1
CCCN(C(=O)COC(=O)Cn1c(=O)oc2ccccc21)c1c(N)n(Cc2ccccc2)c(=O)[nH]c1=O
  /	-2	7	-0.2	-11	-2	-6	/	/	-3
CCOC(=O)C1=C(COC(=O)/C=C/c2ccc(OC)cc2OC)NC(=O)NC1C (centres undefined)
  /	0	-14	-0.7	22	-5	-8	/	/	2
COC(=O)c1cccc(-n2nnnc2SCC(=O)Nc2cc(C)on2)c1
  -29	-1	15	-1.1	6	0	0	-1	-5	2
Cc1c(Cl)cccc1NC(=O)c1ccc(-n2ccnc2)nc1
  -7	-1	-4	-0.4	11	4	15	2	-2	-6
CCOC(=O)c1c(-c2cccs2)csc1N
  -3	2	10	0.0	23	1	-4	-3	3	-1
O=C(CSc1nnc(CNC(=O)C23CC4CC(CC(C4)C2)C3)n1-c1ccc(F)cc1)Nc1ccc(F)cc1
  -10	-2	24	0.1	0	7	33	-3	3	0
COc1cccc(/C=N/NC(=O)CN2CC(c3ccccc3)CC2=O)c1O (centres undefined)
  1	0	16	1.1	18	2	6	-5	-1	1
CCOC(=O)C1CCCN(C(=O)CCNS(=O)(=O)c2ccc3c(c2)CCC(=O)N3)C1 (centres undefined)
  -45	-2	-4	-0.1	-10	-4	-6	-7	-1	-2
OC(CNCCc1ccc(C(F)(F)F)cc1)COc1cccc2ccccc12 (centres undefined)
  -10	-3	7	-0.1	8	26	26	-7	-1	6
O=[N+]([O-])c1ccc(N2CCN(c3ccccc3F)CC2)c(S(=O)(=O)N2CCOCC2)c1
  -27	1	11	-0.6	11	-5	-8	2	0	-1
Cc1cc(C)n(CC(=O)N2CCCC(C(=O)c3cccc(OC(C)C)c3)C2)n1 (centres undefined)
  -13	4	5	0.0	-2	2	-2	-4	-2	-1
CCOc1cc(NC(=S)NCC2CCCO2)c(OCC)cc1NC(=O)c1cccc(F)c1 (centres undefined)
  -3	-3	23	0.8	-4	-1	-1	-4	-3	2
O=C(NC1CCCC1)c1ccc(CS(=O)(=O)c2ccc(Cl)cc2)o1
  -23	-2	57	-0.4	22	0	4	-10	-4	3
CC(=O)N(C)c1ccc(NC(=O)CCN2C(=O)c3ccccc3C2=O)cc1
  11	-1	4	0.0	-15	1	0	-2	-3	1
CN(C)CCNS(=O)(=O)c1ccc(N2CCc3ccccc32)c([N+](=O)[O-])c1
  -15	5	7	-0.3	-6	-8	-14	6	-1	-5
CCOC(=O)C1=C(COC(=O)CNC(=O)c2ccc(C(C)(C)C)cc2)NC(=O)NC1C (centres undefined)
  /	-1	8	0.6	-16	-29	-44	/	/	-8

Just HSF1 inh, for 6 of the compounds above:
Structure	HSF1 inh
CCOC(=O)C1=C(COC(=O)CNC(=O)c2ccc(C(C)(C)C)cc2)NC(=O)NC1C (centres undefined)	-29
Cc1ccc2[nH]c(=O)c(C3C(C#N)=C(N)Oc4c3ccc3cccnc43)cc2c1 (centres undefined)	-4
Cc1nc2ccccc2nc1OCC(=O)Nc1ccccc1	-1
Cc1cc(C)n(CC(=O)N2CCCC(C(=O)c3cccc(OC(C)C)c3)C2)n1 (centres undefined)	2
Cc1ccc(S(=O)(=O)N2CCCCC2)cc1C(=O)N(C)CC(=O)Nc1ccc(Cl)c(C(F)(F)F)c1	14
COc1cccc(/C=N/NC(=O)CN2CC(c3ccccc3)CC2=O)c1O (centres undefined)	2

Further results follow:
The line under a structure holds: KLF5 inh	GSK3A inh	AI-2 QS mod	HIF activator	aSyn UTR inh	HSF1 inh	HSF1 activator	IEC-6 cytotox	HSP90 inh	GSK3beta inhib
COc1cccc(/C=C/C(=O)N2CCN(c3ccccn3)CC2)c1
  -32	15	24	0.0	3	-4	33	-5	-3	3
C[C@]12CCC3c4ccc(O)cc4CCC3C1CC/C2=N\N (some centres undefined)
  /	-3	14	-0.3	6	-4	-6	/	/	-2
N#Cc1c2n(c3c(=O)n(Cc4ccc(Cl)cc4)cnc13)CCCC2
  -13	5	3	0.6	13	10	17	1	-5	2
Cc1ccccc1C(=O)NNC(=O)CN1C(=O)c2ccccc2C1=O
  8	12	45	-0.4	0	-2	6	-4	-4	-2
Cc1ccc(NC(NC(=O)OCCn2c([N+](=O)[O-])cnc2C)C(Cl)(Cl)Cl)cc1 (centres undefined)
  -3	3	16	0.3	-7	8	-5	1	3	1
Cc1noc(C)c1C(c1ccccc1)S(=O)(=O)c1ccccc1 (centres undefined)
  -19	-2	9	-0.1	7	-3	-7	6	-1	5
Cc1ccc(-c2nnc(SCC(=O)N/N=C/c3cccs3)n2-c2ccc(C)cc2)cc1
  -6	-3	17	-0.9	24	-8	-4	4	0	8
Cc1cc(/C=C2\NC(=O)NC2=O)c(C)n1-c1ccc(N2CCOCC2)cc1
  -7	-2	30	0.0	-15	-5	-1	-3	-1	2
CC1(C)C2CC[C@]1(C)C(=O)N(CCCCN1CCN(c3ccccn3)CC1)C2=O
  12	11	19	-18	6	-8	19	4	1	0
CCOC(=O)N1CCC(N(CCOC)C(=O)Nc2ccc(Cl)c(Cl)c2)CC1
  -29	-1	12	0.0	20	9	-8	2	1	-1
COc1ccc(OC)c(NC(=O)NC2(C(F)(F)F)Oc3ccccc3O2)c1
  2	1	3	-1.0	-73	-35	-49	4	1	3
